# Bioassay records (PubChem)
# A549 viability = counter-screen for Nrf2 inhibitors: cytotoxicity in A549 cells. Potency, µM (highest dose often 46 µM), for inactives: at the top dose activity change, negative = cytotoxicity, usual class: inhibitors. A549 ARE-Fluc cells, CellTiter-Fluor viability, 18-24 h. AID 504648. 390,000 compounds, 0.16% hits; further: potency means the concentration at half of the fitted maximal effect; on the % scale 0 is the no-effect control and ±100 the full control effect
#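 Cytotoxicity counterscreen: CellTiter-Fluor fluorescence was measured in A549 ARE_Fluc cells after 18-24 h of compound exposure in a concentration series. The subsequent BugLite luminescent read reports ARE-luciferase activity.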
# Akt phos inh = Akt phosphorylation inhibition. 360,000 compounds, 0.32% hits. Neuro2A IGF-stimulated pAkt S473 HTRF, 20 min; hits give low values. AID 651550. activity change, % for hits at 50 µM; in the data active means activity change below about -80%; inconclusive means mostly about -51% to -80%; further: on the % scale 0 is the no-effect control and ±100 the full control effect
#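 Single-point screen (50 µM final compound) in Neuro2A cells stimulated 20 min with 6 nM IGF at 37 deg C. After lysis, Ser473-phosphorylated Akt read by HTRF (ex 330 nm, em 615/665 nm) as the 665/615 ratio.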
# EPAC2 ag = EPAC2 (human) agonism; Q8WZA2; EPAC2 activation, biochemical qHTS; response scale: 100% = 6.5 mM cAMP response; Potency, µM (doses to about 154 µM), without a hit: at the highest dose activation, usual class: activators; 360,000 compounds, 0.079% hits; AID 720711; further: potency means the concentration at half of the fitted maximal effect; nearly all actives have a fitted effect of over 50% in size
# Target sequence (Q8WZA2 whole entry, looked up): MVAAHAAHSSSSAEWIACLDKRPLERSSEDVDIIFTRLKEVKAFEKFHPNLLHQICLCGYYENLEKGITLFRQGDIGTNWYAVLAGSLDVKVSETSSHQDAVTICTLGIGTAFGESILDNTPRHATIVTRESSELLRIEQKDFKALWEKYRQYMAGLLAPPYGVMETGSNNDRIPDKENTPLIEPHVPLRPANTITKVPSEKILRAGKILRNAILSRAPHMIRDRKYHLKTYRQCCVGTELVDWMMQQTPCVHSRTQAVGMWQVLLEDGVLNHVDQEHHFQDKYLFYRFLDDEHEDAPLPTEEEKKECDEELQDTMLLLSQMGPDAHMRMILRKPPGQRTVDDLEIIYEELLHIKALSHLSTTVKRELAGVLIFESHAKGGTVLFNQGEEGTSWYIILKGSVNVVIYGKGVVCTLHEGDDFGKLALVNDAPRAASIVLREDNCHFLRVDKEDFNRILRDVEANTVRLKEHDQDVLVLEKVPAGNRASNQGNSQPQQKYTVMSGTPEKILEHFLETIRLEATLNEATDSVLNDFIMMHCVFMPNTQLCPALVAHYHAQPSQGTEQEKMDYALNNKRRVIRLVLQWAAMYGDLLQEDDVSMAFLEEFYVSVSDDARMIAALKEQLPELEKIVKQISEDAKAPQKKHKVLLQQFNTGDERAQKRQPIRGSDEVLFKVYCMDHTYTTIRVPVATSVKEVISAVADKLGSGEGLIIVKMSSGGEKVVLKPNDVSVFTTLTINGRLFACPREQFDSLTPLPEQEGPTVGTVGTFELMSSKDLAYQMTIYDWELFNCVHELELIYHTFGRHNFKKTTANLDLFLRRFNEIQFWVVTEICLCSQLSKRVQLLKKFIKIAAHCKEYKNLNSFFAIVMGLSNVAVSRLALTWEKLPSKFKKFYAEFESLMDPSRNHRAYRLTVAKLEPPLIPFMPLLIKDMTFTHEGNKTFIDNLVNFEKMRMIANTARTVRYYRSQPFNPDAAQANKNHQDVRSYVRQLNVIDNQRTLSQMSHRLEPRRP
#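 Exchange assay: 100 nM EPAC2 with 250 nM Rap1B-BODIPY-GDP and 50 uM GDP. Fluorescence (ex 480/em 540 nm) read every 5 min for 30 min at room temperature. Data normalized to 6.5 mM cAMP as agonist control.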
# Nrf2 block = inhibitors of Nrf2 signaling; 360,000 compounds, 2.1% hits; A549 ARE-Fluc reporter, luciferase luminescence, 18-24 h; Potency, µM (titrated, usually from 46 µM), inactives show top-dose activity change, negative = inhibition, hits mostly inhibitors; further: potency means the concentration at half of the fitted maximal effect; on the % scale 0 is the no-effect control and ±100 the full control effect; nearly all actives have a fitted effect of over 60% in size
#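 Concentration-response testing used A549 ARE_Fluc cells at 5000 cells/well. Following an 18-24 h compound incubation, viability was read by fluorescence (Ex 405/Em 525) and luciferase output by luminescence.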
# CCT modulator = changes cytosolic chaperonin activity; 360,000 compounds, 0.3% hits; activity change, % (concentration not given with the values), hits read low; purified chaperonin ATPase assay, HTRF ADP detection, 30 min; in the data active means activity change below about -30%; further: on the % scale 0 is the no-effect control and ±100 the full control effect
#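 TRiC at 40 or 20 nM final (batch-dependent) in 30 mM Tris pH 7.4, 100 mM KCl, 5 mM MgCl2, 1 mM DTT, with compound at single 76 uM and 10 uM ATP, 30 min at 37 deg C. ADP detected by HTRF Transcreener, 665/615 ratio.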
# Nrf2 ARE act = Nrf2 pathway activation; AID 624171; 410,000 compounds, 0.31% hits; AREc32 ARE-luciferase reporter (MCF7-derived line), luminescence, 24 h; Potency, µM (doses to about 46.1 µM), without a hit: at the highest dose activation, hits mostly activators; further: potency means the concentration at half of the fitted maximal effect; % of control where 0% means no effect; nearly all actives have a fitted effect of over 65% in size
#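 Steps: seed AREc32_Fluc cells (1000/well, 5% FBS OPTI-MEM); incubate overnight at 37 deg C; add 23 nL compound; incubate 24 hr; add Steady-Glo; hold 30 min RT; read luminescence.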
# Mm-Cpn inhibitor = blocks the Methanococcus maripaludis chaperonin Mm-Cpn; purified Mm-Cpn ATPase, ADP Transcreener TR-FRET; 330,000 compounds, 0.031% hits; Potency, µM (titrated, usually from 76.9 µM), without a hit: at the highest dose activity, negative = inhibition, actives largely listed as inhibitors; AID 504842; further: potency means the concentration at half of the fitted maximal effect; on the % scale 0 is the no-effect control and ±100 the full control effect; nearly all actives have a fitted effect of over 80% in size
#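 Inhibition of chaperonin ATP hydrolysis is measured as reduced ADP production, detected by competitive TR-FRET in which signal falls with ADP. Final enzyme 25 nM and ATP 10 uM, reacted 30 min at 37°C.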
# EPAC2 antagonist = EPAC2 (human) antagonism; 360,000 compounds, 0.18% hits; Potency, µM (series often up to 114 µM), without a hit: at the top dose activity, negative = inhibition, usual class: inhibitors; Q8WZA2; AID 720708; EPAC2 GEF exchange of Rap1B-BODIPY-GDP, fluorescence; further: potency means the concentration at half of the fitted maximal effect; on the % scale 0 is the no-effect control and ±100 the full control effect; nearly all actives have a fitted effect of over 45% in size; many of its hits are not listed in these tables
# TGFb inhibitor = blocks TGF-b signaling. 410,000 compounds, 1.2% hits. AID 588855. Potency, µM (doses to about 46.1 µM), for inactives: at the top dose activity, negative = inhibition, most hits filed as inhibitors. HepG2 CAGA-GFP TGF-b/SMAD3 reporter, GFP fluorescence, 18 h; TGF-beta stimulated, 500 pg/mL final; further: potency means the concentration at half of the fitted maximal effect; on the % scale 0 is the no-effect control and ±100 the full control effect; nearly all actives have a fitted effect of over 65% in size
#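 Using HEPG2 CAGA-GFP reporter cells at 1000 cells/well, we pinned test compounds, stimulated with recombinant TGF-beta (500 pg/mL final) and measured total well GFP after 18 h.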
# Active calls of the source: *; i = inactive; ? = inconclusive; nt = no result given; & = joins results of further samples; [ ] = dose if it differs, or a comment. Unless noted, the call rests on the fitted dose curve; in most records, active means well fitted curve in the direction sought with a large enough effect; inconclusive means small, poorly fitted or top-dose-only effect, or another doubt; inactive means no such curve, though single readings can be large; an effect the other way counts as inactive or inconclusive. An excerpt. The share of hits here may be higher or lower than overall.
SMILES,A549 viability,Akt phos inh,EPAC2 ag,Nrf2 block,CCT modulator,Nrf2 ARE act,Mm-Cpn inhibitor,EPAC2 antagonist,TGFb inhibitor
CCN(c1ccccc1)S(=O)(=O)c1ccc(NC(=O)c2nc(SC)ncc2Cl)cc1,-2.8%,nt,nt,?,nt,4.0%,nt,nt,?
CCc1ccc(N2CC(C)Cn3c2nc2c3c(=O)n(CC(=O)O)c(=O)n2C)cc1 (stereo not given),-9.2%,nt,nt,-3.2%,nt,-0.8%,nt,nt,16.5%
Cc1ccc(CN2CCN(CC(=O)NCc3ccccc3Cl)C2=O)cc1,-0.2%,nt,nt,3.1%,nt,0.1%,nt,nt,-29.3%
CCOC(=O)c1ccc(NC(=O)C2CCN(S(=O)(=O)Cc3ccccc3)CC2)cc1,1.8%,nt,nt,-1.9%,nt,0.0%,nt,nt,3.4%
COc1ccc(-c2cc(CCCC(=O)N3CCN(c4ccc(OC)cc4)CC3)no2)cc1,-3.1%,i,-1.1%,-17.1%,0.3,0.2%,0.0%,0.1%,?
COc1cccc(CNC(=O)CCC2CCCN(C(=O)c3cc(C4CC4)[nH]n3)C2)c1 (stereo not given),-12.3%,i,10.4%,-1.5%,0.1,0.8%,-1.5%,10.1%,-4.3%
Cc1cc(Nc2ccc(C)c(Br)c2)n2nc(C)nc2n1,-8.0%,i,7.4%,1.6%,1.0,2.6%,-2.2%,-5.8%,0.6%
Nc1nc2nc(-c3ccc(F)cc3)cc(C(F)(F)F)n2n1,1.2%,i,13.0%,2.9%,-1.1,0.2%,-7.9%,4.9%,17.1%
Cc1ccc(NC(=O)CN(C)C(=O)CSc2ccccc2F)cc1,-8.0%,i,-8.7%,2.4%,-0.9,3.0%,-1.4%,-3.8%,1.7%
CCCC(C)c1nnc(NC(=O)COc2ccc3c(c2)OCO3)s1 (stereo not given),-5.3%,i,-9.5%,-11.8%,-1.0,-0.6%,0.8%,-25.0%,-16.6%
COc1ccc(-n2c(SCC(=O)NNC(=O)c3ccccc3C)nnc2-c2ccncc2)cc1,-17.9%,i,11.6%,-6.8%,0.5,-0.4%,1.9%,3.7%,8.7%
COc1cccc(CNCC(=O)Nc2ccc(N3CCOCC3)cc2)c1,1.7%,i,6.4%,-9.4%,0.3,-0.2%,-1.0%,1.4%,0.6%
CCOC(=O)C1(C#N)Cc2ccccc2C1,0.8%,i,5.4%,-15.2%,-1.1,-0.8%,nt,-5.1%,7.2%
C=CCOc1ccc(CNc2nccs2)cc1OC,1.3%,i,-2.4%,6.0%,-0.8,-0.6%,0.3%,9.0%,0.0%
O=C(N[C@@H](Cc1ccccc1)C(=O)NCc1ccc(F)cc1)C1CCNCC1,0.3%,nt,6.2%,-9.4%,-0.3,-1.1%,-1.3%,8.1%,-1.1%
CCS(=O)c1ccccc1C(=O)OCC(=O)Nc1ccc2ccccc2c1 (stereo not given),-13.1%,i,4.8%,?,1.2,4.2%,-3.2%,0.8%,-27.3%
O=C1c2ccccc2C(=O)N1c1ccccc1,1.3%,i,7.3%,6.5%,1.0,0.6%,nt,0.7%,2.9%
CCCCNC(=O)CCC(=O)NNc1nc2ccccc2c2nc(C)nn12,-4.6%&1.5%,i,12.1%,9.0%&9.0%,-1.6,0.3%&-0.4%,-0.4%,-5.3%,7.7%&-17.6%
CC(NC(=O)Cc1ccccc1F)c1ccc(F)cc1 (stereo not given),1.9%,i,7.5%,3.9%,-1.2,-0.7%,-5.2%,1.6%,-9.1%
Cc1ccc(-c2nc(Nc3ccccc3)n[nH]2)cc1,?,i,-5.9%,?,1.0,0.2%,-0.1%,6.4%,0.4%
COc1ccc(-n2c(-c3ccccc3)nc(=S)c3c2CCCC3)cc1,-0.1%,i,0.8%,nt,-1.4,-0.4%,-4.6%,4.0%,13.9%
O=C(Nn1cnnc1)C(c1ccccc1)c1ccccc1,-1.8%,i,-1.1%,9.1%,-0.3,-0.2%,2.0%,9.0%,10.4%
CCC(CO)Oc1cc(NC(=O)Cc2ccccc2F)c2ncn(C(C)C)c2c1 (stereo not given),-8.2%,i,-0.8%,0.6%,-0.4,0.4%,0.1%,-11.4%,0.4%
COc1ccc(OC)c(CNC(=O)c2ccc3c(c2)c(C)c(C)n3C)c1,-7.7%,nt,nt,?,nt,0.4%,nt,nt,0.0%
CCN1C(=O)c2ccc(C(=O)NCc3ccco3)cc2C1=O,0.2%,i,7.8%,5.6%,-2.8,6.9%,1.1%,7.8%,-2.6%
COc1ccc(OCCC(=O)NC2CCCCC2)cc1,2.0%,i,5.4%,-1.0%,-1.2,0.3%,2.6%,4.5%,9.5%
O=C(O)C1C2C=CC(O2)C1C(=O)Nc1ccccn1 (stereo not given),0.1%,i,15.1%,23.6%,-4.2,3.0%,nt,16.2%,17.4%
Cc1onc(-c2ccccc2)c1C(=O)OCC(=O)NC(C)c1ccc(Cl)cc1 (stereo not given),-11.5%,i,8.7%,?,0.1,0.1%,-2.9%,3.6%,-15.1%
NC1=NC(=Nc2cccc(S(N)(=O)=O)c2)c2ccccc21,-11.6%,i,7.6%,-22.4%,0.9,0.1%,-10.8%,-0.1%,-2.5%
CCOc1ccc(S(=O)(=O)N2CCCC2)cc1,2.9%,i,6.6%,4.5%,-0.7,-0.8%,0.5%,11.4%,6.1%
Cc1[nH]nc(-c2ccc(O)c(C)c2O)c1-c1cnn(-c2ccccc2)c1,?,nt,13.4%,nt,-1.2,0.1%,0.2%,-29.7%,7.08µM*
CC(CNC(=O)CN1C(=O)NC2(CCCCC2)C1=O)c1ccccc1 (stereo not given),-1.4%,i,8.0%,11.5%,-0.9,3.7%,1.2%,8.2%,-2.7%
COc1ccc(NC(=O)CN(C)C(=O)C(C)Oc2ccc(Br)cc2)cc1 (stereo not given),0.3%,i,-4.6%,11.9%,-1.0,2.0%,-0.7%,0.5%,-13.1%
Cc1ccc(C(=O)N2CC(C)SC2=Nc2cccc(S(=O)(=O)N(C)C)c2)cc1 (stereo not given),1.3%,i,20.6%,27.6%,-1.9,0.3%,0.8%,-9.4%,27.3%
O=C(CSc1cn(CC(=O)N2CCCCC2)c2ccccc12)Nc1ccc(C(F)(F)F)cc1,-0.1%,nt,nt,10.6%,nt,-0.8%,nt,nt,-15.8%
O=C(c1ccc(Cl)cc1)C(CN1CCCCC1)c1ccccc1 (stereo not given),-0.3%,i,8.1%,-11.1%,-0.8,?,0.5%,-19.2%,5.62µM*
COc1cc2c(cc1NC(=O)Nc1ccccc1)oc1ccccc12,?,nt,-1.0%[15.6 µM],?,1.3,3.4%,-4.6%,1.7%,?
Cc1occc1-c1nnc(SCc2cc(=O)n3cc(Br)ccc3n2)n1C,-6.4%,i,-5.5%,0.7%,-2.2,-1.0%,-6.3%,10.5%,1.5%
COc1cc(CN(C2CCCCC2C)S(=O)(=O)c2ccc(S(=O)(=O)NC3CC3)cc2)cc(OC)c1OC (stereo not given),-12.2%,i,7.2%,?,-0.4,0.4%,0.0%,-3.6%,?
O=C(CN1C(=O)NC2(CCc3ccccc32)C1=O)Nc1ccc(Br)cc1F (stereo not given),?,i,11.8%,-37.9%,-0.4,4.2%,-0.2%,13.3%,-19.2%
O=C(CN1CCN(c2nc(-c3ccccc3)cs2)CC1)NNC(=O)c1ccco1,2.5%,i,2.2%,-27.2%,-0.4,-1.0%,2.5%,4.6%,27.8%
O=C(/N=C1/c2ccccc2CN1c1ccccc1)Nc1ccccc1,7.4%,i,14.6%,22.6%,1.8,4.1%,3.4%,11.2%,0.0%
COc1ccc2c(CC#N)c[nH]c2c1,1.6%,i,8.8%,-3.7%,-1.0,3.5%,-2.1%,11.5%,2.4%
CCCOc1ccc(N2C(=O)CC(SCc3nc4ccccc4[nH]3)C2=O)cc1 (stereo not given),-1.4%,i,9.3%,-23.0%,-1.9,0.8%,-3.0%,5.7%,-7.5%
O=C(NCC1CCCO1)/C(=C/c1ccccc1)NC(=O)c1ccccc1 (stereo not given),-1.5%,i,0.4%,0.9%,0.1,-0.5%,-2.5%,-4.9%[57.1 µM],-0.8%
COc1ccc(CC(=O)N/N=C(\C)c2cccc(NC(=O)C3CC3)c2)cc1,-3.5%,i,4.4%,?,-1.4,-0.4%,1.1%,-7.2%,-4.2%
Fc1ccccc1NC(=S)N1CCC(c2ccccc2)C1 (stereo not given),3.2%,i,9.6%,-17.0%,-0.1,2.1%,0.0%,2.0%,-0.6%
CS(=O)(=O)Nc1ccc(C(=O)NCc2cccnc2)cc1,1.2%,i,-0.9%,1.3%,-9.0,-0.2%,-0.8%,4.9%,-1.6%
CCC(=O)c1ccc(OCC(=O)NCCCN2CCOCC2)cc1,2.3%,i,5.1%,-0.7%,1.6,0.3%,nt,9.5%,9.9%
Cc1ccc(S(=O)(=O)N2CCOC2CNC(=O)C(=O)NCCc2c[nH]c3ccccc23)cc1 (stereo not given),-5.0%,i,16.3%,?,-0.7,3.0%,-0.3%,-3.8%[57.1 µM],?

# Compound profiles (already shown). Order of values: A549 viability, Akt phos inh, EPAC2 ag, Nrf2 block, CCT modulator, Nrf2 ARE act, Mm-Cpn inhibitor, EPAC2 antagonist, TGFb inhibitor
# Entry for COc1ccc2c(CC#N)c[nH]c2c1 = 1.6%, i, 8.8%, -3.7%, -1.0, 3.5%, -2.1%, 11.5%, 2.4%
# Entry for O=C(/N=C1/c2ccccc2CN1c1ccccc1)Nc1ccccc1 = 7.4%, i, 14.6%, 22.6%, 1.8, 4.1%, 3.4%, 11.2%, 0.0%
# Entry for O=C(NCC1CCCO1)/C(=C/c1ccccc1)NC(=O)c1ccccc1 (stereo not given) = -1.5%, i, 0.4%, 0.9%, 0.1, -0.5%, -2.5%, -4.9%[57.1 µM], -0.8%
